beta cell repl – induces beta-cell replication in MIN6 cells | 0.29% of 330,000 active | MIN6 cells proliferation, ATPlite luminescence, 48 h; cells starved in 0.2% serum; 100% = growth in 10% serum | proliferation, % at 10 µM | AID 2380;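 active = compounds whose signal lies at least 3.5 SD above the mean of all wells on their plate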;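 also: 0% = DMSO-treated cells in low-serum medium and 100% = 10% serum control; some compounds called inactive have numbers as strong as hits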
ATG4B inhibitor – inhibitors of human ATG4B cysteine protease. Q9Y4P1. ATG4B cleavage of LC3-PLA2, NBD-HPC fluorescence, 1 h. inhibition, % at 8.33 µM. 0.51% of 340,000 active. AID 504462; in the data active = inhibition above about 40%
Target sequence (Q9Y4P1 whole entry, looked up): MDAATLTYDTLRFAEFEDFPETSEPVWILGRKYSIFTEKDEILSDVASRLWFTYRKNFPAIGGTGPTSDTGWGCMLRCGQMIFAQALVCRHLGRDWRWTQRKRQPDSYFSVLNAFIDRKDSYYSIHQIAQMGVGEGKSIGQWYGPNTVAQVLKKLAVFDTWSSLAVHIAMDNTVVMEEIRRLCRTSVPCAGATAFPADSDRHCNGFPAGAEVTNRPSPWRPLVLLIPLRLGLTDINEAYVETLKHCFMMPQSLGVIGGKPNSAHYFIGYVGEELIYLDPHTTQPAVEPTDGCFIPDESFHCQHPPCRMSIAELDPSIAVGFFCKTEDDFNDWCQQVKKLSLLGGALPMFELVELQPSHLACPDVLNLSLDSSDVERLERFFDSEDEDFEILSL
MPTP inh – inhibitors of mitochondrial permeability transition pore; isolated mouse mitochondria, Ca2+ swelling absorbance, 30 min; AID 602449; inhibition, % at 10 µM; 1.4% of 360,000 active;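 active = inhibition of 50% or more, scaled per plate between neutral and stimulator controls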;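 also: 0% = DMSO wells given calcium and 100% = 1 mM EGTA wells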
A3A deaminase – human APOBEC3A DNA deaminase inhibition. P31941. recombinant A3A, FAM/TAMRA ssDNA deamination fluorescence. inhibition, % at 20 µM. 0.41% of 330,000 active;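 active = at least 40% inhibition at 20 µM here, with at most 30% in a related deaminase screen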;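 also: plate controls were A3A with DMSO for no effect and wells lacking A3A enzyme for full effect; some results filed as inactive read as strong as hits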
Target sequence (P31941 whole entry, looked up): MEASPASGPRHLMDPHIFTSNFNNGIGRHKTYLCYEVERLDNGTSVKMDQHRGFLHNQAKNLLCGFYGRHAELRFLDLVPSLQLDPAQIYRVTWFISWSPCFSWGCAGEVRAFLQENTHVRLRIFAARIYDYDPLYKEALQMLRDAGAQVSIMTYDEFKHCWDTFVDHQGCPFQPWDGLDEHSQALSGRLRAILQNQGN
APOBEC3G inh – inhibitors of human APOBEC3G DNA deaminase | inhibition, % at 20 µM | recombinant A3G, ssDNA deamination FAM/TAMRA fluorescence | AID 493012 | 0.28% of 330,000 active | Q9HC16;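 active = inhibition of at least 40% at 20 µM, with no more than 30% in the related APOBEC3A deaminase screen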;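 also: plate controls were DMSO wells with A3G for no effect and wells lacking A3G enzyme for full effect; some compounds called inactive have numbers as strong as hits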
Target sequence (Q9HC16 whole entry, looked up): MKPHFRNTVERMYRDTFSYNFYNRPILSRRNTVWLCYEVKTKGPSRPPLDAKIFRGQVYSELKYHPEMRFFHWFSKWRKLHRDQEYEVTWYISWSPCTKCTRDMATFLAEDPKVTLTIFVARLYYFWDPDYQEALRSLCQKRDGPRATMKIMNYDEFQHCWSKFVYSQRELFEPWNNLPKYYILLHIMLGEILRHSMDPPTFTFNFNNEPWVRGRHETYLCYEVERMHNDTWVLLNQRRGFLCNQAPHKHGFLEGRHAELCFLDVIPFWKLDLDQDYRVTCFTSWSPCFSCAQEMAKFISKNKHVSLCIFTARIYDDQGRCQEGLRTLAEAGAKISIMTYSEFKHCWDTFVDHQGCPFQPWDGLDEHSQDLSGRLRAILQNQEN
hIAP act – increases human intestinal alkaline phosphatase activity. P09923. purified human IAP, CDP-Star luminescence, 30 min; stronger effect = higher value; 1 = vehicle-only enzyme, 0 = enzyme-free background. activation factor at 10 µM. 0.16% of 330,000 active. AID 2524;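 active = activation factor of the enzyme at least 2-fold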; also: the source names both 10 and 20 µM as test concentration; values of inactives mirror those of a sister screen read the other way
mIAP activ – increases mouse intestinal alkaline phosphatase activity; muIAP, CDP-Star luminescence, 30 min; stronger effect = higher value; 1 = vehicle-only enzyme signal, 0 = enzyme-free wells; activation factor at 10 µM; 0.24% of 330,000 active; AID 2805;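 active = activation factor of at least 2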; also: the source names both 10 and 20 µM as test concentration; values of inactives mirror those of a sister screen read the other way
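Assay system: mouse IAP enzyme; reagent: chemiluminescent substrate CDP-Star; dosing: test compounds delivered from DMSO solution; schedule: 30 min at room temperature; measured by: luminescence from enzymatic CDP-Star hydrolysis; controls: DMSO-only wells and no-enzyme negative control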
mIAP inh – mouse IAP inhibition; AID 2806; 0.2% of 330,000 active; inhibition, % at 10 µM; purified mouse IAP, CDP-Star luminescence, 30 min;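 active = inhibition of at least 40% at 10 µM in the primary screen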;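 also: plate controls were DMSO with enzyme for no effect and no enzyme wells for full effect; values of inactives mirror those of a sister screen read the other way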
hIAP block – human IAP inhibition; P09923; purified IAP, CDP-Star luminescence, 30 min; inhibition, % at 10 µM; 0.12% of 330,000 active; AID 2544;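 active = inhibition reaching a set limit with compound at 10 µM in the primary screen, cut at about 35% in these data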;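 also: plate controls were DMSO wells with enzyme for no effect and no-enzyme buffer wells for full effect; values of inactives mirror those of a sister screen read the other way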
Numbers without * were called inactive.

SMILES	beta cell repl	ATG4B inhibitor	MPTP inh	A3A deaminase	APOBEC3G inh	hIAP act	mIAP activ	mIAP inh	hIAP block
CCN(CC)C1CCCCC1NS(=O)(=O)c1ccc(Cl)cc1 (stereo not given)	-1.2	-4.9	-2.3	0.9	-5.1	1.1	1.07	-7.0	-10.5
O=c1c(C(c2ccc(O)cc2)c2c(O)nc3n(c2=O)CCCS3)c(O)nc2n1CCCS2	-3.0	-8.3	-2.9	24.8	11.3	1.16	0.852	14.8	-16.1
O=C(O)CSc1cn(Cc2ccccc2)c2ccccc12	-3.2	2.4	-1.8	-3.1	-7.1	1.09	1.01	-0.9	-9.4
Cc1ccc(O)c(NC(=O)CCC2CCCCC2)c1	-3.9	0.5	0.7	-1.6	-3.2	1.05	1	-0.3	-4.8
Cc1c(C(=O)N2CCN(Cc3ccc4c(c3)OCO4)CC2)cccc1[N+](=O)[O-]	0.0	-6.0	0.1	0.4	-6.9	0.907	0.837	16.3	9.3
COc1ccc(/C=C/C(=O)O)cc1S(=O)(=O)NCc1ccco1	-2.1	-1.9	1.1	14.0	-3.4	1.02	0.937	6.3	-2.1
O=C(/C=C/c1cccc(Cl)c1)OCc1cn2cc(Cl)ccc2n1	1.9	10.6	1.3	2.6	3.3	1.15	0.949	5.1	-15.1
O=C(c1cc(COc2c(F)cccc2F)on1)N1CCCCCC1	-1.9	15.8	0.3	-1.5	1.1	0.948	1.06	-6.1	5.2
CC[C@@]1(O)C(=O)OCc2c1cc1n(c2=O)Cc2cc3c(CN(C)C)c(O)ccc3nc2-1	-7.5	-18.0	-0.1	-8.9	-8.2	0.777	0.917	8.3	22.3
N#Cc1cc2c(nc1SCC(=O)NCc1ccc3c(c1)OCO3)CCCCC2	-1.8	4.1	0.4	-0.5	-7.0	0.888	0.953	4.7	11.2
COC(=O)c1sccc1NC(=O)COc1ccc(Cl)cc1Cl	0.0	3.2	8.9	0.1	-2.3	0.972	1.05	-4.8	2.8
COCC(=O)N1CCC(Oc2ccc(C(=O)N3CCCCCC3)cc2)CC1	2.1	-1.6	-0.6	0.1	-3.7	0.922	0.924	7.6	7.8
O=C(Nc1cccc(O)c1)C(Cc1ccccc1)N1C(=O)c2cccc3cccc(c23)C1=O (stereo not given)	-0.2	-17.5	-2.4	-0.7	-5.4	1.34	0.828	17.2	-34.4
O=c1oc2ccccc2cc1-c1nc2c(s1)CCCC2	-3.4	-0.8	0.3	2.6	-0.3	0.929	1.2	-20.0	7.1
O=C(CN1C(=O)NC2(CCCC2)C1=O)Nc1ccc(F)c([N+](=O)[O-])c1	-1.7	-3.4	-0.1	5.8	-6.8	1.07	1.07	-6.9	-7.4
CCCc1cc(=O)[nH]c(SCC(=O)N2c3ccccc3CC2C)n1 (stereo not given)	-3.1	3.8	-2.1	0.4	-3.3	1.08	1.1	-10.0	-8.1
CC(=O)C1=NOC2C(=O)N(c3ccc(Cl)cc3)C(=O)C12 (stereo not given)	-2.8	3.2	-1.9	-3.0	-10.5	1.04	1	-0.4	-4.3
CNS(=O)(=O)c1cnccc1N1CCN(c2cccc(Cl)c2)CC1	-3.2	1.3	0.1	-5.3	-4.9	1.1	0.962	3.8	-10.1
Cc1cccc(-n2c(-c3csc(C)c3)n[nH]c2=S)c1	-0.6	-1.7	-0.4	-3.1	29.2	1.27	1.16	-16.2	-27.0
CCC(C)(C)NC(=O)/C=C/c1cccs1	-2.3	-0.7	-0.4	-3.1	-2.3	0.992	1.12	-11.8	0.8

3 of the entries above in order of the MPTP inh value, lowest first:
Structure	MPTP inh
CC(=O)C1=NOC2C(=O)N(c3ccc(Cl)cc3)C(=O)C12 (stereo not given)	-1.9
Cc1cccc(-n2c(-c3csc(C)c3)n[nH]c2=S)c1	-0.4
COC(=O)c1sccc1NC(=O)COc1ccc(Cl)cc1Cl	8.9

Next section
SMILES	beta cell repl	ATG4B inhibitor	MPTP inh	A3A deaminase	APOBEC3G inh	hIAP act	mIAP activ	mIAP inh	hIAP block
Cc1[nH]c2ccc(S(N)(=O)=O)cc2c1C	-2.3	-9.2	-0.1	-2.7	-3.3	0.894	0.914	8.6	10.6
Cc1noc(C)c1NC(=O)N(C)C[C@H]1Oc2c(NC(=O)C3CC3)cccc2C(=O)N([C@H](C)CO)C[C@@H]1C	-2.2	-8.0	-3.1	-1.1	-3.5	1.1	0.986	1.4	-10.3
COc1ccc(OC)c(CCNC(=O)c2nn(C)c3c2CS(=O)(=O)c2ccccc2-3)c1	8.3	-6.1	-0.1	0.1	-1.6	1.02	1.03	-2.6	-2.2
CCOc1ccc(C(=O)NCC(=O)OCC(=O)c2ccc3c(c2)-c2ccccc2C3)cc1	-2.8	-7.2	3.6	-3.0	-8.9	0.928	0.992	0.8	7.2
COc1ccc(-c2cc(C(=O)N3CCCCCC3)no2)cc1OC	0.4	-0.5	0.0	-2.0	-12.7	0.948	1.04	-3.9	5.2
CCn1ncc(Br)c1C(=O)Nc1ccc(-c2ccno2)cc1	8.0	-10.1	2.2	-5.0	-7.6	1.17	0.928	7.2	-17.3
COc1cc(C(=O)NCC(c2ccc(F)cc2)N2CCOCC2)ccc1OCc1ccccc1Cl (stereo not given)	-5.2	10.2	0.4	-2.7	-9.5	0.902	1.08	-7.8	9.8
CC1CCc2cccc3c2N1c1cc(C#N)c(C#N)cc1O3 (stereo not given)	-1.8	-3.6	-0.8	-0.4	-4.6	0.954	0.965	3.5	4.6
Cc1nnsc1Sc1ccccc1	-1.9	-2.3	-0.2	2.1	-0.1	0.941	1.06	-5.6	5.9
O=C(Cc1cccs1)Nc1nnc(-c2ccncc2)s1	-3.0	10.9	-2.3	9.5	-6.0	0.89	0.899	10.1	11.0
Cc1nc2ccccc2cc1OCc1ccc(Cl)cc1	-5.9	5.4	95.6*	-1.9	-8.7	0.973	0.96	4.0	2.7
COc1ccccc1C(=O)N/C(=C\c1cn(S(=O)(=O)N(C)C)c2ccccc12)C(=O)N1CCCC1	1.1	-1.2	-0.4	-5.4	-5.4	1.33	0.922	7.8	-32.8
Cc1cc(NC(=O)c2c(-c3c(Cl)cccc3Cl)noc2C)n(C)n1	6.8*	-10.0	-0.4	-1.6	2.9	0.922	0.963	3.7	7.8
COc1ccc(C2(c3ccc(OC)cc3)NC(=O)N(CC(=O)NC3CCS(=O)(=O)C3)C2=O)cc1 (stereo not given)	-2.8	-4.0	-1.1	6.6	-3.3	0.914	1.08	-8.0	8.6
COc1ccc(NC(=O)CN(C)C(=O)c2ccc3[nH]c4c(c3c2)CC(C)CC4)cc1 (stereo not given)	-4.1	-8.0	-2.4	0.3	-5.6	1.13	1.24	-23.5	-13.3
Cn1c(=O)n(C)c2cc(NC(=O)COc3ccc(F)cc3F)ccc21	-2.9	-6.2	0.0	0.1	-1.8	1.16	0.993	0.7	-16.0
Cc1ccc(-c2n[nH]c(=O)c3ccccc23)cc1S(=O)(=O)NCCO	1.6	-10.2	2.9	5.7	-5.5	1.09	1.08	-7.9	-8.9
Cc1ccc(NC(=O)Nc2nnc(CSCCOc3ccc(Cl)cc3)s2)cc1	0.0	-6.3	60.3*	7.9	1.5	1.15	0.983	1.7	-15.2
Cc1ccc(SCC(=O)O/N=C(\N)c2ccncc2)cc1	1.9	-2.3	0.5	-1.7	-10.4	0.781	1.02	-2.3	21.9
O=C(Nc1nc(-c2cccs2)cs1)c1cccc(S(=O)(=O)N2CCCCC2)c1	0.0	-18.6	1.1	2.1	-0.6	1.08	0.934	6.6	-8.3
O=C(ONC1=NCCCCC1)c1ccc(Cl)cc1	-3.4	-2.7	-0.2	-1.8	-6.1	1.07	1	-0.1	-7.3
COc1ccc(C(=O)NCCc2nnc3ccc(SCC(=O)Nc4cc(C)on4)nn23)cc1	-3.4	28.3	-0.7	-4.1	-5.3	1.01	1.07	-6.9	-0.9
COCCNC(=O)c1ccc(CN2CCC(Cc3ccccc3)CC2)cc1	0.9	-5.4	0.1	-6.1	-8.5	0.809	0.971	2.9	19.1
O=C(Nc1ccc(NC(=O)c2cccs2)cc1)c1ccc(Br)o1	-1.8	5.2	1.8	4.7	-1.2	0.971	0.923	7.7	2.9
COc1cc(/C=C(/NC(=O)c2ccccc2)C(=O)N2CCN(C)CC2)c([N+](=O)[O-])cc1OC	0.7	-9.8	-0.3	-1.1	-5.6	0.979	0.908	9.2	2.1
CCN(CC)c1nc(N2CCOCC2)c(C#N)c2c1CN(C)CC2	-3.6	4.3	-2.0	-1.2	-1.7	1.08	1.08	-7.7	-8.0
CN(Cc1nc2ccccc2c(=O)[nH]1)C(=O)c1cccc(S(=O)(=O)N2CCCC2)c1	-4.4	-13.6	-2.5	-0.8	-6.4	1.07	0.989	1.1	-7.4
NNC(=O)c1ccc(CN2C(=O)c3cccc4cccc2c34)cc1	0.5	-9.7	0.4	-1.3	-7.7	1.03	0.919	8.1	-3.3
Cc1ccc2[nH]c3c(=O)n(CCc4cnc[nH]4)cnc3c2c1	-1.0	3.0	-0.8	-2.2	-5.8	0.824	0.981	1.9	17.6
Cc1ccc(C)c(N2CCN(CCCNC(=O)Cn3cccc3C(=O)c3ccccc3)CC2)c1	-5.8	6.9	-2.4	-1.8	-9.1	0.897	1.01	-0.7	10.3
OCCC#Cc1ccc(CN2CCN(Cc3ccccc3)C(CCO)C2)cc1 (stereo not given)	-0.4	3.3	1.4	0.7	1.0	1.07	1.01	-1.2	-7.3
CCCSc1ccc(-c2nn(-c3ccccc3)cc2/C=C(/C#N)C(=O)NCCCOC)cc1	0.4	-1.0	2.2	-3.2	-1.3	0.986	0.866	13.4	1.4
CC(=O)c1cccc(S(=O)(=O)N2CCCC(c3nc(-c4ccc(C)o4)no3)C2)c1 (stereo not given)	-1.2	2.3	-3.2	-1.8	-4.4	1.06	1.04	-4.1	-6.3
COc1ccc(CNC(=O)COC(=O)c2cccn2C)cc1	-1.6	-5.8	0.0	-1.2	-2.9	1.01	1	-0.1	-0.9
CN(CCC#N)C(=S)NC(=O)c1ccc(S(=O)(=O)N2CCOCC2)cc1	0.1	-4.1	-2.8	-1.0	-9.7	1.15	1.1	-10.5	-15.1
COc1ccc2[nH]cc(S(=O)(=O)c3ccc(F)cc3)c(=O)c2c1	-2.5	-4.5	-1.5	3.3	0.6	0.998	1.01	-1.4	0.2
O=C(CCC(=O)NC1CCN(Cc2ccccc2)CC1)NCc1ccco1	1.9	-6.0	5.5	0.1	0.7	1.14	1.13	-13.1	-14.1
CCC(C)NC(=O)COC(=O)c1csc2c1CCCC2 (stereo not given)	1.7	7.9	0.6	-1.5	-6.7	1.11	1	-0.2	-10.8
O=C(COc1cccc(Br)c1)Nc1ccc(N2CCOCC2)cc1N1CCOCC1	-2.6	-1.1	3.3	-4.0	-7.5	1.05	0.939	6.1	-4.7
Cc1ccc(S(=O)(=O)c2cccc(S(=O)(=O)N3CCOCC3)c2)cc1S(=O)(=O)N1CCOCC1	-4.3	-19.7	-0.1	-0.3	-2.5	0.931	0.999	0.1	6.9
O=C(CCCC(=O)N/N=C/c1ccccc1C(=O)O)N/N=C/c1ccccc1C(=O)O	-2.7	-9.1	-0.6	7.6	15.5	1.07	0.993	0.7	-6.9
COc1ccc(/C(O)=C2\C(=O)C(=O)N(Cc3ccco3)C2c2ccc(OC)cc2OC)cc1 (stereo not given)	1.5	5.6	-0.6	2.7	-1.2	1.06	1.01	-1.2	-6.0

Compounds were not picked by outcome. About 3.3% of those tested had a hit in this group.
